# High-throughput results as filed in PubChem BioAssay.
# Rtt109 Vps75: inhibitors of C. albicans Rtt109/Vps75 HAT, primary screen, biochemical, ThioGlo CoA-SH fluorescence, plate reader; purified Rtt109/Vps75, 4 h; inhibition, % at 34.9 µM; 330,000 compounds, 0.16% hits; AID 540336, 2011;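 active = inhibition of at least 50% in every replicate; inconclusive = best replicate reaches 50% inhibition but some replicates fall short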
# NSD2 inh: NSD2 histone methyltransferase inhibitors, primary screen, biochemical, AlphaScreen, single concentration, set 2; Histone-lysine N-methyltransferase NSD2 (Homo sapiens), O96028; NSD2 peptide methylation, 120 min; inhibition, % at 12.5 µM; 310,000 compounds, 0.54% hits; AID 743445, 2014; in the data active = inhibition above about 50%
# C-LANA FP: inhibitors of KSHV C-LANA binding to DNA, primary screen, biochemical, fluorescence polarization, FAM-LBS DNA, MBP-C-LANA, single point | inhibition, % at 9 µM | 340,000 compounds, 0.078% hits | Kaposi's sarcoma herpesvirus LANA C-terminal domain (residues 932-1162) DNA binding | AID 504423, 2011;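 active = highest replicate inhibition at or above 60% at 9 µM, even if other replicates fall short; inactive = all replicates below 60% inhibition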;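 note: 0% = neutral control wells and 100% = 4 µM acridine orange control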
# Keap1 Nrf2 FP: Keap1-Nrf2 protein-protein interaction inhibitors, primary screen, biochemical, fluorescence polarization, single point | AID 504523, 2011 | Kelch-like ECH-associated protein 1 (Homo sapiens), Q14145 | 340,000 compounds, 0.15% hits | Keap1 Kelch-Nrf2 peptide fluorescence polarization, 1536-well | inhibition, % at 9.4 µM; in the data active = inhibition above about 12%; inconclusive = no clear call, values can overlap the other calls; inactive = below about 7.3%;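 note: human Keap1 Kelch domain with fluorescein labeled Nrf2 9mer peptide probe; 0% = neutral control wells and 100% = peptide positive control; higher means more block of Keap1 binding to Nrf2 peptide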
# RTF Ca sens act: cardiac RTF calcium sensitivity activators, primary screen, biochemical, IANBD-TnC fluorescence, EC20 calcium; 340,000 compounds, 0.24% hits; AID 493008, 2010; Troponin I, cardiac muscle (Homo sapiens) + Troponin T, cardiac muscle (Homo sapiens) + …; activation, % at 7.2 µM; IANBD-labeled TnC RTF fluorescence at EC20 calcium; 0% EC20 calcium, 100% full calcium;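 active = activation above the mean over all tested compounds plus 3 SD, cut at about 30% in these data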;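 note: rise in fluorescence read as greater calcium sensitivity of cardiac thin filaments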
# PvdQ inh: P. aeruginosa PvdQ acylase inhibitors, primary screen, biochemical, fluorescence, plate reader and imaging, single point; PvdQ acylase [Pseudomonas aeruginosa LESB58]; purified PvdQ acylase; inhibition, % at 10 µM; 340,000 compounds, 0.063% hits; AID 488965, 2010; in the data active = inhibition above about 30%, passing the limit was not always enough; inconclusive = no clear call, values can overlap the other calls;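 note: 0% = vehicle neutral wells and 100% = reference inhibitor wells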
# Mot1-301 SUMO: yeast Mot1-301 growth rescue at high temperature, primary screen, SUMOylation pathway inhibitor project, S. cerevisiae, ATP luminescence, 38.5C | S. cerevisiae Mot1-301 growth rescue; percent above DMSO median, 100 means doubled | growth rescue, % at 18.8 µM | 320,000 compounds, 1% hits | AID 2716, 2010;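 active = every valid replicate shows activation above 250% relative to neutral control wells; inactive = the rest, any valid replicate at or below 250%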;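 note: OY570 slx delta 5 strain wells were the positive control but not used for scaling; some compounds called inactive have numbers as strong as hits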
# dFosB activator: activators of delta FosB homodimer, primary screen, biochemical, fluorescence polarization, TAMRA-CDK5 oligo, single point. purified delta FosB; percent of positive-control signal above neutral wells. activation, % at 25 µM. 340,000 compounds, 0.99% hits;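 active = mean activation above about 17%, with every replicate also reaching it, limit read from the data, passing the limit was not always enough; inconclusive = only one of the two conditions met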;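 note: fluorescence polarization rise as delta FosB binds a TAMRA Cdk5 AP-1 oligo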
# Target sequence (P13346 whole entry, looked up): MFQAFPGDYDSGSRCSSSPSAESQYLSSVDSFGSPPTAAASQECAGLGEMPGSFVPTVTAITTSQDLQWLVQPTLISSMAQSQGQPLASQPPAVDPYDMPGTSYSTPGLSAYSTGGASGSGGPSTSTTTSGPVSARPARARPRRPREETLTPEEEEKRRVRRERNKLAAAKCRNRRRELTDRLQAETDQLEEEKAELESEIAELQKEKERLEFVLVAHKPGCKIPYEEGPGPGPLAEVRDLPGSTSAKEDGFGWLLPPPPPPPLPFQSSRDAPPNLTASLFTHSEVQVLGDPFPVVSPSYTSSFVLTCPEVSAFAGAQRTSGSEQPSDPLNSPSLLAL
# PfHsp90 yeast 2: growth inhibition of PfHsp90-expressing yeast, primary screen, antimalarial PfHsp90 inhibitor project, S. cerevisiae, BacTiter-Glo luminescence, single point, set 2; BacTiter-Glo ATP, 48 h; yeast lacking PDR1 and PDR3 efflux regulators; inhibition, % at 9.4 µM; 310,000 compounds, 0.32% hits; AID 504621, 2011;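 active = every replicate shows inhibition above about 80%, whatever the replicate mean, limit read from the data; inconclusive = mean inhibition reaches the set limit but some replicate falls short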;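 note: 0% = DMSO neutral controls and 100% = 20 µM radicicol positive controls; yeast relying on Plasmodium falciparum Hsp90 in place of its own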
# Cardiac RTF inh: cardiac RTF calcium sensitivity inhibitors, primary screen, biochemical, IANBD-TnC fluorescence, EC70 calcium; Troponin I, cardiac muscle (Homo sapiens) + Troponin T, cardiac muscle (Homo sapiens) + …; IANBD-labeled cardiac RTF, Ca2+ fluorescence; inhibition, % at 7.15 µM; 340,000 compounds, 0.12% hits;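 active = inhibition above the mean inhibition of all tested compounds plus 3 SD, cut at about 17% in these data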;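 note: assay run at fixed EC70 calcium of 1.6 mM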
# CDK5 p35 inh: inhibitors of human CDK5/p35 kinase, primary screen, biochemical, single concentration. inhibition, % at 10 µM. AID 488839, 2010. 330,000 compounds, 0.01% hits. Recombinant CDK5/p35, ADP-Glo luminescence, 60 min. Cyclin-dependent kinase 5 (Homo sapiens) + Cyclin-dependent kinase 5 activator 1 (Homo …;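 active = highest replicate inhibition of at least 50% and at least 75% of replicates reaching 50%; inconclusive = only one of the two criteria met; inactive = both criteria failed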;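 note: plate controls were DMSO neutral control for no effect and GW8510 at 10 µM for full effect; many of its hits are not listed in these tables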
# Target sequence (Q00535 whole entry, looked up): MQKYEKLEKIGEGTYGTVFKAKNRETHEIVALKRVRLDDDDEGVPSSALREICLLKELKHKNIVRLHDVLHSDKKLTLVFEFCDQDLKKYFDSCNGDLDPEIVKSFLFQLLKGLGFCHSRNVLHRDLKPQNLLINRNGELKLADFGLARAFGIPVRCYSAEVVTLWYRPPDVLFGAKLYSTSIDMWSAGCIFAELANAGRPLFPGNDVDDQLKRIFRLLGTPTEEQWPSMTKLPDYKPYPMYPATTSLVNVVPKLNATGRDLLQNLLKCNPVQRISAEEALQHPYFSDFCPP
# Target sequence (Q15078 whole entry, looked up): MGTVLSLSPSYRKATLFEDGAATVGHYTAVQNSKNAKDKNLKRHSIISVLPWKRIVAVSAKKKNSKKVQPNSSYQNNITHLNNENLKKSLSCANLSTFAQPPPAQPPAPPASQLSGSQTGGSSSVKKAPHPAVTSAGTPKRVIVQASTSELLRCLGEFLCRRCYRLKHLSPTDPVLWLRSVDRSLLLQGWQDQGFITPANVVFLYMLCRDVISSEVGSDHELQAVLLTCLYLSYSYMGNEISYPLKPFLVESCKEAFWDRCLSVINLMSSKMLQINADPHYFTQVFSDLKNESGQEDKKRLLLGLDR
# Numbers without * were called inactive; ? = inconclusive; · = not tested or not shown. Rows are unselected; about 3.2% have a hit in one of these screens.
SMILES,Rtt109 Vps75,NSD2 inh,C-LANA FP,Keap1 Nrf2 FP,RTF Ca sens act,PvdQ inh,Mot1-301 SUMO,dFosB activator,PfHsp90 yeast 2,Cardiac RTF inh,CDK5 p35 inh
COc1cc(CNc2ncnc3c2[nH]c2ccc(C)cc23)cc(OC)c1,-6,-3,0.2,-1,-2,-10,-21,?,6,6,0.8
Nn1c(SCC(=O)Nc2ccc3c(c2)OCO3)nnc1C(F)(F)F,0,-6,0.5,0,1,-10,-3,-4,18,-13,-2.2
Cn1c(SCC(=O)c2ccccc2F)nnc1C1CC1,-2,2,-0.2,-11,11,-8,-4,-2,4,1,-4.8
COc1ccc(Nc2nc3c(c(=O)n(C)c(=O)n3C)n2CCO)cc1,6,1,-0.1,-4,-3,2,-5,-3,6,-1,0.2
Cc1c(NC(=O)c2cccc(NS(C)(=O)=O)c2)c(=O)n(-c2ccccc2)n1C,0,0,1.6,-1,0,-13,9,2,13,-8,0.2
COc1ccc(OC)c(NC(=O)Nc2nnc(N3CCC(C)CC3)s2)c1,-1,·,-0.8,-1,2,-18,-6,-7,8,-8,-2.9
NC(=O)c1cc(-c2ccncc2)nc2ccc(Cl)cc12,-5,0,1.6,0,-3,-1,77,-9,-3,2,0.3
O=C(NCc1cccs1)c1cccc(S(=O)(=O)N2CCCCC2)c1,-8,-2,0.1,1,10,-13,-8,-4,·,0,0.2
Cc1c(C(=O)NC(C)C2CC3CCC2C3)cccc1[N+](=O)[O-] (centres undefined),-2,3,-0.8,5,-4,-1,220,-2,-25,-13,-0.2
CN(C)C(=O)/C(=C/c1cn(-c2ccccc2)nc1-c1cccc([N+](=O)[O-])c1)NC(=O)c1ccccc1,2,-1,-0.4,1,-1,1,-13,-3,·,-2,-0.3
CC(=NC1CCN(Cc2ccccc2)CC1)c1c(O)[nH]c(=O)[nH]c1=O,-7,0,0.9,0,-1,-19,-18,6,·,-3,-1.0
COc1ccc(OC)c(C(=O)C(=O)c2cc(OC)ccc2OC)c1,2,1,1.1,-2,3,0,·,3,·,-4,2.1
CCN(CC)C(=O)/C(=C\c1ccc(Br)cc1)NC(=O)c1ccccc1OC,-1,2,0.5,2,0,-7,-5,-12,-6,0,-1.3
COc1ccc(N/N=C(/C(N)=O)C2=NC(C)(C)Cc3ccccc32)cc1,-1,18,0.9,-4,-4,1,·,-6,10,11,13
COc1ccc(N(CC(=O)N2CCc3ccccc3C2)S(=O)(=O)c2ccccc2)cc1,-3,-4,0.0,-6,6,-7,-2,-8,-44,-2,-10
Cc1ccc2ncnc(Nc3ccccc3)c2c1,0,5,-3.2,-1,6,-21,2,-14,19,-4,-5.0
CCC(=O)N1c2ccc(S(=O)(=O)N3CCCCC3)cc2CC1C (centres undefined),1,2,0.2,0,3,-6,2,-5,22,1,-9.7
CC1CCCN(CCCNC(=O)C2CCN(S(=O)(=O)N3CCC4(CC3)OCCO4)CC2)C1 (centres undefined),1,-6,0.5,2,-6,-8,-3,0,5,-5,0.2
COc1cc(CC2C(=O)OCC2C(=O)c2ccc3c(c2)OCO3)cc(OC)c1OC (centres undefined),-3,-2,-0.5,2,0,-1,·,-3,-12,-5,-3.0
COc1ccc(-n2c(C)nc3c(cnn3-c3ccccc3)c2=O)cc1,-5,-2,-1.1,2,6,-5,-5,-7,-54,-3,-3.3
CCc1cc2c(=O)n(N)c(CCC(=O)O)nc2s1,-8,1,-0.4,-3,6,-9,109,0,·,-2,-0.2
Cc1ccc(S(=O)(=O)NC(C)(C)CN2CCC(Cc3ccccc3)CC2)cc1,4,-8,2.0,-3,16,-6,·,-3,17,-7,0.9
CCn1cc(/C=N/NC(=O)c2cc3c(ccc4ccccc43)o2)c2ccccc21,-4,-2,-1.5,-2,8,-13,138,-5,22,3,0.4
COc1ccccc1C1CCN(c2ccc([N+](=O)[O-])c(OC)c2)CC1,8,0,-0.9,3,1,0,8,-12,-25,1,-0.3
COc1ccccc1N/C=C(\C#N)c1nc2ccccc2[nH]1,1,4,0.8,-3,-4,-10,20,2,-2,-13,-1.2
# Further entries
SMILES,Rtt109 Vps75,NSD2 inh,C-LANA FP,Keap1 Nrf2 FP,RTF Ca sens act,PvdQ inh,Mot1-301 SUMO,dFosB activator,PfHsp90 yeast 2,Cardiac RTF inh,CDK5 p35 inh
Cc1csc(SCC(=O)Nc2cc(S(=O)(=O)N3CCOCC3)ccc2N2CCOCC2)n1,-8,-3,-1.4,-2,4,-11,-3,-14,26,-13,-5.8
CC(O)c1n(C)c(Cl)c[n+]1C (centres undefined),-9,-3,-1.1,-1,-1,6,4,0,23,-20,-1.2
CC(C)(C)c1nnc(NC(=O)c2cc(-c3ccccc3)nc3ccccc23)s1,-4,0,2.0,0,-7,-1,-1,-1,-20,-4,-0.9
CCCCc1c(O)nc(SCCN(C)C)n(-c2ccccc2)c1=O,-20,6,13,1,6,-1,15,5,-11,0,-1.9
COc1ccccc1S(=O)(=O)Cc1ccc(C(=O)NCc2cccs2)o1,7,0,1.8,5,3,-7,-4,2,4,-7,1.2
Cc1cccc(OCC(=O)N2CCN(C(=O)c3ccco3)CC2)c1,-3,-2,0.2,0,2,-9,-1,-4,·,3,0.9
C#Cc1ccc([C@@H]2C=C(C(=O)OCC=C)O[C@H](OCC)[C@H]2CCCO)cc1,-4,·,0.1,-1,6,-12,6,-4,4,-9,-2.8
COc1ccc(S(=O)(=O)N2CCOCC2)cc1NC(=O)Cc1ccccc1Cl,0,1,0.1,-1,3,-18,27,-5,12,-5,0.1
CN(CCOc1ccccc1)C(=S)Nc1ccc(OC(F)F)cc1,-3,-8,-0.3,0,1,-14,-6,-4,2,-12,-0.9
CCOC(=O)c1cc(NC(=O)C2CCCO2)cc(C(=O)OCC)c1 (centres undefined),-8,-2,-0.2,0,1,-16,-9,-6,20,-6,-2.5
CC(C)(C)[C@@H]1COC(=O)[C@H](Cc2ccc(F)cc2)CC/C=C\C[C@H](CC(=O)N(CCO)Cc2ccccc2)C(=O)N1,11,·,1.3,-3,3,-12,80,2,8,3,-3.1
CCCNC(=O)NC(=O)CN1C(=O)NC(C)(c2ccc(C)cc2)C1=O (centres undefined),3,1,1.2,-1,-2,-12,2,4,-4,-4,0.2
Cc1ccc(C)c2c1N(Cc1ccccc1)C(=O)C21OCCO1,-9,0,0.8,1,-7,0,16,4,-5,3,1.0
O=C(O)CC1c2ccccc2CCN1S(=O)(=O)c1ccc(F)cc1 (centres undefined),3,10,-1.2,-3,-2,-13,86,-7,-25,-1,1.1
CN1CCCC(OC(=O)CCCC(=O)OC2CCCN(C)C2)C1 (centres undefined),-9,5,0.4,-4,0,-9,4,7,3,-1,2.0
CCOc1ccccc1NC(=O)CSc1cn[nH]n1,0,·,1.9,2,-3,-18,112,4,9,-13,-1.3
COC(=O)c1c(C)[nH]c(/C=N/Nc2ccccc2)c1C,-3,·,-5.5,2,0,2,20,-5,12,-4,3.0
COc1cc(OC)nc(Oc2ccccc2/C=N/O)n1,0,-2,0.1,-1,5,-15,-11,-2,-37,-8,-1.0
CCc1noc(C)c1C(=O)Nc1nc2c(F)cc(F)cc2s1,-23,6,-0.4,-1,-3,1,136,-4,35,-12,0.5
COCCN(C(=S)Nc1ccc(C)c(C)c1)C(C)c1ccco1 (centres undefined),19,2,-0.2,3,1,-8,-5,-2,-16,-8,0.7
Cc1c(S(=O)(=O)N2CCC(C)CC2)c(=O)n(C)c(=O)n1C,-1,28,1.6,-2,2,-2,0,6,·,-2,0.0
CCOc1ccc(OCCCC(=O)NNC(=O)c2ccncc2)cc1,2,1,1.1,3,1,-4,-8,-4,-113,0,0.8
Cc1ccc2nc3ccc(N4CCCCCCC4)nn3c(=O)c2c1,-11,7,-0.5,0,9,-12,-18,-8,·,9,-0.4
CC(C)c1ccc(/C=N\NC(=O)c2ccc(Cn3cccn3)o2)cc1,-2,-1,-1.3,-2,-3,2,-21,-11,13,-2,·
O=C(N/N=C/c1ccc2c(c1)OCO2)C(O)c1ccccc1 (centres undefined),-7,-1,0.4,-4,3,2,-15,9,5,13,-0.4
# The results go on.
SMILES,Rtt109 Vps75,NSD2 inh,C-LANA FP,Keap1 Nrf2 FP,RTF Ca sens act,PvdQ inh,Mot1-301 SUMO,dFosB activator,PfHsp90 yeast 2,Cardiac RTF inh,CDK5 p35 inh
CC(=O)N1CCc2cc(S(=O)(=O)CCC(=O)Nc3c(C)n(C)n(-c4ccccc4)c3=O)ccc21,-13,1,2.0,4,-2,9,6,5,14,0,2.0
COc1cc(C=O)c(-c2c(C=O)cc(OC)c3c2OCO3)c2c1OCO2,1,-1,6.9,0,0,0,69,-1,-26,3,-0.8
CN(C)S(=O)(=O)c1cc(NC(=O)COC(=O)C2CSC3(C)CCC(=O)N23)ccc1Cl (centres undefined),-2,-2,-0.1,1,3,-7,2,-10,11,1,2.2
CCOC(=O)c1[nH]cnc1C(=O)N1CCN(C(=O)OC(C)(C)C)CC1,3,·,-2.0,0,-5,8,-13,5,-5,-9,-0.6
Nc1ccc(S(=O)(=O)Nc2ccc(S(N)(=O)=O)cc2)cc1,9,1,0.8,0,11,-6,-12,7,3,-6,-0.3
C=C/C(C)=C/C[C@H]1C(=C)CCC2[C@](C)(C(=O)O)CCC[C@@]21C (some centres undefined),-4,·,1.6,-1,5,-1,-13,-8,6,-2,-1.4
O=C(CSc1n[nH]c(=O)[nH]c1=O)Nc1c(Cl)cc(Cl)cc1Cl,-10,-6,0.9,-5,-4,-10,-8,-3,·,0,0.9
Cc1ccc(CC(NC(=O)c2ccc(C)cc2)C(=O)O)cc1 (centres undefined),3,·,3.0,-1,-2,3,·,-3,3,-2,1.4
COc1ccc(NC(=O)CCCN2C(=O)C(c3ccccc3)Oc3cccnc32)cc1 (centres undefined),4,0,0.2,-8,-3,-5,-12,1,7,-13,-1.1
